Hck-Nef inh = inhibitors of human Hck kinase activated by Nef; P08631; Recombinant Hck-YEEI plus Nef, Z-Lyte FRET kinase assay; inhibition, % at 20 µM; 220,000 tested, 0.68% active;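 active = Hck-Nef kinase inhibition above about 50%, limit read from the data; inactive = inhibition below that limit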;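 also: 0% = DMSO with Hck plus Nef and 100% = Hck alone without Nef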
thrombin 1536 = thrombin (human) inhibition; inhibition, % at 5 µM; 220,000 tested, 0.26% active; AID 1046; alpha-thrombin, Boc-VPR-AMC fluorogenic substrate cleavage; P00734;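 active = inhibition at or above 40%; inactive = inhibition below 40%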;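 also: 0% = enzyme with no compound and 100% = wells without enzyme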
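Assay system: human alpha-thrombin enzyme. Reagent: Boc-VPR-AMC substrate, 15 µM final. Compound dosing: one concentration per compound, 5 µM, with 0.2% DMSO. Incubation: room-temperature reaction. Technique: AMC fluorescence, 355/460 nm. Measure: % inhibition relative to enzyme controls and enzyme-free blanks.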
FXIIa inh = factor XIIa (human) inhibition | 220,000 tested, 0.3% active | AID 800 | purified FXIIa, Boc-QGR-AMC fluorogenic substrate, 2 h | inhibition, % at 5 µM; in the data active = inhibition above about 40%;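 also: 0% = enzyme with no compound and 100% = blank without enzyme; many of its hits are not listed in these tables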
Wee1 degr inh = human Wee1 degradation inhibition, primary screen | HeLa Luc-Wee1K328M stability, luciferase luminescence; 100% = proteasome inhibitor MG132 effect | 220,000 tested, 1.2% active | AID 1321 | P30291 | reporter increase, % at 5 µM;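 active = activation above the mean of all tested compounds plus 3 SD, set per screening run, cut at about 8.8% in these data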;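 also: cells exposed to compound for 20 h before luminescence read; 0% = DMSO alone and 100% = MG132 at 30 µM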
Runt-SMMHC FRET = blocks binding of human RUNX1 Runt domain to CBFb-SMMHC | Q01196+Q13951 | 220,000 tested, 0.74% active | Cerulean-Runt/Venus-CBFb-SMMHC FRET ratio 530/480, 1 h | inhibition, % at 20 µM;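 active = mean inhibition across duplicate retests at 20 µM reaching about 50%, limit read from the data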;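 also: 0% = DMSO wells and 100% = wells with excess untagged CBFb-SMMHC; inhibitors lower the FRET ratio by blocking Runt binding to CBFb-SMMHC; some results filed as inactive read as strong as hits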
Target sequence (Q01196 whole entry, looked up, the tested form may be a part): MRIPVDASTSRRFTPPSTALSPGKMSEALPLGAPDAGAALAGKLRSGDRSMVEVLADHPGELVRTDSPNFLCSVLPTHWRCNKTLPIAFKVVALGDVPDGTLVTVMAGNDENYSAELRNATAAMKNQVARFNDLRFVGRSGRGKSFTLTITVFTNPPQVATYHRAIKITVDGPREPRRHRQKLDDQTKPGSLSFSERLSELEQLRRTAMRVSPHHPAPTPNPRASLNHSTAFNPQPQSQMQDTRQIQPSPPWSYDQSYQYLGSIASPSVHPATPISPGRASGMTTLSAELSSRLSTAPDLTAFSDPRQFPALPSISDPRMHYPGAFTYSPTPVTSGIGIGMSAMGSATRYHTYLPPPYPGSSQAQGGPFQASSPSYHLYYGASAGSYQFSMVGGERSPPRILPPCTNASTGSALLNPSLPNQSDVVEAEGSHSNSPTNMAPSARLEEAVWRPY
Target sequence (Q13951 whole entry, looked up, the tested form may be a part): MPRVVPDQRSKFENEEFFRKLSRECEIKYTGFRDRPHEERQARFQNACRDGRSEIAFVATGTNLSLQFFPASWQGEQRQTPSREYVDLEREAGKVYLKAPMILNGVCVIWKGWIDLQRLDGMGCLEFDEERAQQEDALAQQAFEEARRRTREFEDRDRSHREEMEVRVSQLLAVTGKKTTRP
hK5 inh = kallikrein 5 (human) inhibition. Q9Y337. recombinant hK5, fluorogenic AMC substrate cleavage. inhibition, % at 5 µM. 210,000 tested, 0.59% active;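 active = inhibition of 40% or more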;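 also: 0% = enzyme controls without compound and 100% = no-enzyme blanks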
14-3-3 Bad inh = disrupts binding of bovine 14-3-3 zeta to phospho-Bad peptide. inhibition, % at 21.7 µM. P63103. TR-FRET 14-3-3zeta/Dy647-pBad peptide displacement, 1 h. 220,000 tested, 0.71% active. AID 781;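 active = inhibition above about 70%, limit read from the data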;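 also: 0% = full 14-3-3 plus peptide FRET controls and 100% = background without 14-3-3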
Target sequence (P63103 whole entry, looked up): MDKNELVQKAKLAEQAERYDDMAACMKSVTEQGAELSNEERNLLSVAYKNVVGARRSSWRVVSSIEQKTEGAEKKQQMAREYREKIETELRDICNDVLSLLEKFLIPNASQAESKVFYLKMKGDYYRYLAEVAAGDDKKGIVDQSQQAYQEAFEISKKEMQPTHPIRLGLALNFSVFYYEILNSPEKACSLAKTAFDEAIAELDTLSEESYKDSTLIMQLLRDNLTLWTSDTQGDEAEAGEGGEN
FXIa inh = blocks human coagulation factor XIa protease activity. AID 798. 220,000 tested, 0.14% active. purified FXIa, Boc-Glu-Ala-Arg-AMC fluorogenic substrate. inhibition, % at 5 µM. P03951;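 active = inhibition of at least 40%; inactive = inhibition below 40%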;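 also: fluorescence of freed AMC excited at 355 nm; 0% = enzyme without compound and 100% = no enzyme blank; many of its hits are not listed in these tables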
Runt-CBFb FRET = Runt domain-CBFb interaction inhibition | Q01196+Q13951 | Cerulean-Runt/Venus-CBFb FRET ratio 530/480, 1 h | inhibition, % at 20 µM | 220,000 tested, 0.46% active;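 active = inhibition over about 50% at 20 µM in the single-dose screen, limit read from the data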;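 also: 0% = DMSO wells and 100% = excess unlabeled CBFb competitor control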
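Doses: 20 µM compound in 1% DMSO | Material: Cerulean-labeled Runt domain protein | Amount: Each fluorescent fusion protein 100 nM | Schedule: Two 1 h room-temperature incubations shielded from light | Measured by: FRET fluorescence | Evaluation: Loss of energy transfer signal | Controls: Unlabeled CBFb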
Active calls of the source: *; . = no result given; [ ] = another dose, or the depositor's remark.

SMILES | Hck-Nef inh | thrombin 1536 | FXIIa inh | Wee1 degr inh | Runt-SMMHC FRET | hK5 inh | 14-3-3 Bad inh | FXIa inh | Runt-CBFb FRET
CC(=O)N(Cc1ccc2c(c1)OCO2)C1CC(=O)N(CCc2ccccc2)C1=O (stereo not drawn) | 6 | -3 | 5 | -1 | 4 | 2 | 12 | -3 | 0
Cc1nc2cc(Cl)c(Cl)cc2n1CCCO | 13 | -1 | 6 | 10* | 1 | 0 | 11 | -4 | -2
Cc1ccc(-c2ccc(/C=N/N=C3/NC(=O)C(CC(=O)O)S3)o2)c([N+](=O)[O-])c1 (stereo not drawn) | 0 | 5 | 17 | -2 | 14 | -35 | 14[fluorescence artefact?] | 4 | 14
COC(=O)c1sccc1NC(=O)NC1CCCCC1 | 22 | -13 | 4 | 1 | 1 | -3 | -15 | -4 | -2
COc1cc(O)c(C(CC(=O)N2CCOCC2)c2ccc(N(C)C)cc2)c(OC)c1 (stereo not drawn) | 13 | -1 | 6 | . | -4 | 2 | -4 | 2 | 21
Cc1ccc(C)c(NC(=O)C2CCCN2C(=O)OC(C)(C)C)c1 (stereo not drawn) | 0 | 1 | 4 | 0 | -4 | -23 | 4[fluorescence artefact?] | 6 | -2
CC(=O)/C(C#N)=C1\NC(=O)C(Cc2cc(Cl)ccc2Cl)S1 (stereo not drawn) | 16 | -2 | 2 | -2 | -9 | 3 | 2 | 1 | 0
Fc1ccc(N2CCN(c3ncnc4c3nnn4Cc3ccccc3Cl)CC2)cc1 | -11 | 3 | 17 | 5 | . | -3 | -2 | 8 | .
O=C(NC1CCc2ccccc21)C1CCN(S(=O)(=O)c2ccc(Cl)cc2)CC1 (stereo not drawn) | -1 | 3 | 15 | 0 | -3 | -20 | -11[fluorescence artefact?] | 10 | 8
CCO[C@@H]1OC(C(=O)NCc2ccccc2)=C[C@H](C2CCCCC2)[C@H]1CCCO | 15 | -8 | 6 | -3 | 0 | -2 | -9 | -2 | -2
O=C(NCCc1nnc2ccc(NCc3cccnc3)nn12)c1ccccc1F | -45 | -4 | 1 | 0 | 2 | -12 | -5 | -9 | 1
COc1ccc(Oc2coc3cc(OC(=O)c4cncc(Br)c4)ccc3c2=O)cc1 | 1 | 7 | -3 | -2 | 4 | -8 | 6 | 5 | -1
Cc1ccc(CN=C(N)Nc2nc(C)cc(C)n2)cc1 | 24 | 1 | 6 | -2 | -2 | 6 | -9 | -6 | -1
Cc1occc1-c1nnc(SCC(=O)NCc2ccc3c(c2)OCO3)n1CC(C)C | 2 | 2 | 7 | -2 | -2 | -16 | 2 | 0 | -2
CCOc1ccc2[nH]c(=O)c(C(c3nnnn3Cc3ccco3)N3CCN(C)CC3)cc2c1 (stereo not drawn) | 21 | -12 | 4 | 0 | . | -9 | 0 | -6 | .
O=C(NNS(=O)(=O)c1ccc(CCCl)cc1)C(O)(c1ccccc1)c1ccccc1 | 1 | 0 | 22 | 2 | 5 | -4 | 11[fluorescence artefact?] | 23 | 0
Cc1cc(NC(=O)CCN2C(=O)C3C4CCC(C4)C3C2=O)cc(C)c1Br (stereo not drawn) | 2 | 5 | 15 | -1 | -5 | 0 | -17[fluorescence artefact?] | 5 | -4
CN(C)S(=O)(=O)N(CCN1CCOCC1)Cc1ccccc1F | 1 | 6 | 14 | -1 | 1 | -14 | 8 | 5 | 1
O=C(Cn1nc(-c2ccccc2)nc1-c1ccccc1)N1CCOCC1 | 1 | -4 | -19 | -2 | -1 | 0 | 6 | -7 | -2
Cc1ccc(F)cc1NC(=O)c1ccc(NS(=O)(=O)c2ccc(Br)s2)cc1 | 5 | -9 | 3 | -4 | 3 | -16 | 2 | -1 | 0
O=C(NC1CCN(Cc2ccccc2)CC1)c1ccccc1F | 1 | -6 | -5 | -3 | 0 | -11 | -13 | -7 | -3
Cc1oc(-c2ccc(Cl)cc2)nc1CN1CCC(C(=O)NCCCN2CCCC2=O)CC1 | 1 | -9 | 5 | -2 | -1 | -27 | -2 | -1 | -1
CN(C)CCCNS(=O)(=O)c1cc(Cl)ccc1Cl | 1 | -2 | 7 | 0 | -2 | -4 | -2 | -6 | -1
O=C(NCCCN1CCCC1)C1CCN(C(=O)c2cc3sccc3n2Cc2ccc(F)cc2)CC1 | 2 | 5 | 36 | 1 | -2 | 0 | 18 | 26 | 6
COc1cc(CNC2CCCCCC2)cc(OC)c1OC | 7 | 3 | 17 | 0 | 3 | -1 | 20 | 4 | 1

The closing 2 compounds of the section above lead into the next:
SMILES | Hck-Nef inh | thrombin 1536 | FXIIa inh | Wee1 degr inh | Runt-SMMHC FRET | hK5 inh | 14-3-3 Bad inh | FXIa inh | Runt-CBFb FRET
O=C(NCCCN1CCCC1)C1CCN(C(=O)c2cc3sccc3n2Cc2ccc(F)cc2)CC1 | 2 | 5 | 36 | 1 | -2 | 0 | 18 | 26 | 6
COc1cc(CNC2CCCCCC2)cc(OC)c1OC | 7 | 3 | 17 | 0 | 3 | -1 | 20 | 4 | 1
CC(C)C1CC(O)(C2(O)CCCCC2)ON1 (stereo not drawn) | -6 | -1 | 4 | -1 | 3 | -6 | 3 | -6 | -1
COc1ccc(C2C(C(C)=O)=C(O)C(=O)N2CCO)c(OC)c1 (stereo not drawn) | 0 | -3 | -5 | 1 | 4 | -7 | -4 | -11 | 1
Cc1ccc(N/N=C2\CCS(=O)(=O)c3sccc32)cc1 | 13 | -5 | 8 | 0 | 1 | 6 | -12 | 1 | 1
CSc1nc(NCC(C)C)nc(N2CCOCC2)n1 | 12 | -1 | 4 | 0 | 0 | -20 | -5[fluorescence artefact?] | -5 | 0
O=S(=O)(O)c1ccc(N2N=C(c3ccccc3)CC2c2ccccc2)cc1 (stereo not drawn) | 85* | -110 | -70 | -3 | 22 | -84 | 13 | -44 | 5
CCNC(=O)NCCNC(=O)c1cc(OCC(F)(F)F)ccc1OCC(F)(F)F | 11 | -7 | 0 | 0 | -3 | -4 | 1 | -5 | 0
COc1ccccc1N1C(=O)C2C3C=CC(C3)C2C1=O (stereo not drawn) | 1 | 5 | 13 | -2 | 1 | 1 | 2 | 15 | -1
C/C(N)=C(/C#N)C(=O)COc1ncnc2ccc(Br)cc12 | 0 | 1 | -1 | -3 | -1 | -2 | -10 | -9 | -1
C=CCN(c1ccccc1)S(=O)(=O)c1cccc(C(=O)Nc2nc3ccccc3[nH]2)c1 | 4 | -8 | 10 | -3 | 4 | -40 | 1 | 3 | 2
CN1Cc2c(N3CCOCC3)nc3sc(C(=O)c4ccc(Br)cc4)c(N)c3c2CC1(C)C | -4 | 2 | 10 | 2 | -16 | 5 | 1 | 3 | -14
CC1COc2ccccc2N1C(=O)c1ccc(Cl)nc1 (stereo not drawn) | 25 | 0 | -2 | 0 | -4 | -10 | 5 | -6 | 0
COc1ccc2[nH]c(=O)c(C(c3nnnn3CC3CCCO3)N3CCc4ccccc4C3)cc2c1 (stereo not drawn) | 4 | 1 | -6 | 1 | 8 | -23 | . | -8 | 27
CC(=O)c1cccc(N(C(=O)Cn2nnc3ccccc32)C(C(=O)NCc2ccccc2)c2ccccn2)c1 (stereo not drawn) | 1 | -1 | 11 | 0 | 4 | 25 | -7 | -2 | 0
COC(=O)CCC(=O)OC1(C)C(=O)C=C2C=C(C3CC3)N(CCCOC(C)C)C=C2C1=O (stereo not drawn) | -5 | -1 | 8 | . | 5 | 4 | 6 | 2 | 5
Cc1ccc(S(=O)(=O)/N=C(/NC(=S)Nc2c(C)n(C)n(-c3ccccc3)c2=O)c2ccccc2)cc1 | 14 | 3 | 11 | -1 | -1 | 1 | 3 | 5 | 3
COc1ccccc1/C=C1\SC(=S)N(CC(=O)Nc2nnc(C)s2)C1=O | -48 | -5 | . | -2 | -7 | 0 | -4 | -1 | 12
CC(C)C(NC(=O)C1CCCCC1)C(=O)NCc1ccccn1 (stereo not drawn) | 2 | -2 | -4 | 0 | -1 | -3 | 0[fluorescence artefact?] | -7 | -2
Cc1ccnc2nc(C(=O)NCc3ccccc3)nn12 | -4 | -2 | 7 | 4 | -2 | 2 | 0 | -1 | 1
CCCOc1ccccc1N/C(N)=N/c1nc(C)cc(C)n1 | 25 | -9 | 8 | -2 | -2 | -1 | 1 | -3 | -1
COc1cc(NC(=O)c2cc(Br)cc(C)c2OC)ccc1NC(=O)C(C)C | 22 | -8 | 2 | 3 | 3 | 8 | -2 | -5 | -2
Cc1cccc2cc(C(c3nnnn3CC3CCCO3)N3CCCC4(CCCCC4)C3)c(=O)[nH]c12 (stereo not drawn) | 2 | -5 | 6 | -3 | 7 | -3 | -6 | 6 | 8
O=C1c2ccsc2SCCN1Cc1cccc(Cl)c1 | -1 | 12 | 20 | 9 | -3 | 8 | -15 | 13 | 2
CCCCC(=O)Nc1nnc(SCC(=O)N2CCN(c3ccccc3OC)CC2)s1 | 1 | -2 | 13 | -1 | -2 | -6 | -13 | 6 | -2
COc1c(Cl)cc(C(=O)Nc2ccccc2-c2ccccc2)cc1Cl | 1 | 3 | 13 | -2 | -8 | 31 | -17 | -5 | 1
O=C(NCc1ccc(Cl)cc1)c1ccc(-n2cccn2)nc1 | 19 | -1 | 11 | -4 | -1 | -1 | -4 | -4 | 1
Cc1ccc(C(=O)c2cc3c(cc2N)OCCO3)cc1 | 3 | -2 | 26 | -3 | 2 | 1 | 4 | 4 | -2
COc1cc(/C=N/NC(=O)CNC(=O)c2ccccc2)ccc1OC(=O)c1cccs1 | 2 | 4 | 20 | 0 | 0 | -5 | -6 | 2 | -1
O=C(Nc1cc(Cl)ccc1O)c1cc2n(n1)C(C(F)(F)F)CC(c1ccc3c(c1)OCO3)N2 (stereo not drawn) | 0 | 3 | 0 | 1 | -13 | -11 | -1 | -8 | -4
Cc1nn(-c2ccccc2)c(C)c1C(=O)OCC(=O)c1c(N)n(CC(C)C)c(=O)n(C)c1=O | -5 | -3 | 3 | -2 | -8 | -25 | -1[fluorescence artefact?] | -8 | -9

Results in hK5 inh (5 entries from above):
| canonical_smiles | hK5 inh |
| --- | --- |
| CCCOc1ccccc1N/C(N)=N/c1nc(C)cc(C)n1 | -1 |
| O=S(=O)(O)c1ccc(N2N=C(c3ccccc3)CC2c2ccccc2)cc1 (stereo not drawn) | -84 |
| COc1ccccc1/C=C1\SC(=S)N(CC(=O)Nc2nnc(C)s2)C1=O | 0 |
| Cc1ccc(C(=O)c2cc3c(cc2N)OCCO3)cc1 | 1 |
| Cc1ccnc2nc(C(=O)NCc3ccccc3)nn12 | 2 |

Reformatted: entries from further up.
Sequence of screens – Hck-Nef inh	thrombin 1536	FXIIa inh	Wee1 degr inh	Runt-SMMHC FRET	hK5 inh	14-3-3 Bad inh	FXIa inh	Runt-CBFb FRET
COc1ccc(Oc2coc3cc(OC(=O)c4cncc(Br)c4)ccc3c2=O)cc1
    1	7	-3	-2	4	-8	6	5	-1
O=C1c2ccsc2SCCN1Cc1cccc(Cl)c1
    -1	12	20	9	-3	8	-15	13	2
Cc1ccc(CN=C(N)Nc2nc(C)cc(C)n2)cc1
    24	1	6	-2	-2	6	-9	-6	-1

High-throughput results from PubChem BioAssay.
